# Compound activity from PubChem BioAssay.
# H9c2 TAG inh = triacylglycerol accumulation inhibition. H9c2 cells, Nile Red lipid (TAG) fluorescence; cells loaded with 200 µM oleic acid. inhibition, % at 12.5 µM. 230,000 compounds, 0.66% hits. AID 651582;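 active = pattern-corrected inhibition of lipid staining of at least 50% with the nuclear-stain viability signal not falling by more than 50%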;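 also: 0% = DMSO wells and 100% = triacsin C control wells; some results filed as inactive read as strong as hits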
# H9c2 TAG inh DAPI viability = second read-out of H9c2 TAG inh, no call of its own (marks repeat the call); DAPI nuclei signal change (viability), lower = more cytotoxic, %;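 whole-well DAPI fluorescence read on a plate reader as a viability signal; minus 50 percent equals half of cells still viable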
# Starred values were filed as active, the others as inactive. An excerpt; the hit share may differ from the screen's.
item	smiles	H9c2 TAG inh	H9c2 TAG inh DAPI viability
1	CC(C)C(=O)NCCSc1c[nH]c2ccccc12	-15	-1
2	CCOC(=O)CC(=O)Nc1nc2ccccc2s1	1	7
3	CC(CCCC(C)(C)O)NCc1cn[nH]c1-c1ccc2c(c1)OCO2 (configuration not stated)	-13	11
4	Cc1ccc2occ(C3NC(C(=O)O)CS3)c(=O)c2c1 (configuration not stated)	10	-5
5	COc1cc(C(O)c2nc(-c3ccc(N(C)C)cc3)cs2)ccc1F (configuration not stated)	-29	10
6	O=C(CSc1nc(-c2ccco2)cc(C(F)(F)F)n1)NC1CCCC1	13	-13
7	O=C(NC1CCCC1)C1CCCN(S(=O)(=O)c2cccc3cccnc23)C1 (configuration not stated)	12	0
8	C/C(=N\Nc1nc(C(C)(C)C)cs1)c1ccc(O)cc1	-14	8
9	CS(=O)(=O)N1CCC(Oc2ccccc2C(=O)N2CCNC(=O)C2)CC1	6	-1
10	O=C(OCC(=O)N1CCCCC1)c1cc2ccccc2cc1O	4	10
11	Cc1cc(C(=O)OCn2nnc3ccccc3c2=O)c(C)o1	29	8
12	Cc1nn(-c2ccccc2)c(NC(=O)c2cccs2)c(-c2ccc(Cl)cc2)c1=O	-1	4
13	Cc1nc2cc(NCc3cccs3)ccc2n1C	-1	-6
14	COc1ccccc1NC(=O)CS(=O)(=O)c1cn(CC(=O)N(C(C)C)C(C)C)c2ccccc12	22	4
15	COc1ccc(S(=O)(=O)n2oc(=O)cc2-c2ccccc2)cc1OC	-3	-2
16	NC(=O)C1(c2ccccc2)CCCN1C(=O)c1ccc(Br)cc1 (configuration not stated)	-20	0
17	O=C(NCc1cccc(Cl)c1)C1CCC(=O)N(CC2CCCCC2)C1 (configuration not stated)	-9	-4
18	COc1ccc(-n2c(Cc3cc(=O)[nH]c(=O)[nH]3)nnc2SCC(=O)NC2CCCC2)cc1	5	3
19	O=C(COC(=O)C1CC1)Nc1ncc(Cl)cc1Cl	-8	3
20	COc1ccc(C(=O)N2CCNC(=O)C2CC(=O)Nc2cccc(Cl)c2Cl)cc1 (configuration not stated)	17	-2
21	CNC(=O)c1ncnnc1N(C)C(=O)NCc1ccccc1	-10	13
22	COc1ccc(OC)c(NC(=O)C(=O)NNC(=O)COc2ccc(Br)cc2C)c1	6	4
23	Cc1c(N2C(=O)/C(=C/c3ccc(N(C)C)cc3)N(C)C2=S)c(=O)n(-c2ccccc2)n1C	-6	0
24	CCCC(C)NC(=O)COC(=O)c1ccc(Cl)c(S(N)(=O)=O)c1 (configuration not stated)	-15	4
25	C/C(Cc1ccccc1)=N\NC(=O)CNC(=O)Cc1ccc(Cl)cc1	-5	-1

# The final 2 compounds of the part above open the next one:
item	smiles	H9c2 TAG inh	H9c2 TAG inh DAPI viability
24	CCCC(C)NC(=O)COC(=O)c1ccc(Cl)c(S(N)(=O)=O)c1 (configuration not stated)	-15	4
25	C/C(Cc1ccccc1)=N\NC(=O)CNC(=O)Cc1ccc(Cl)cc1	-5	-1
26	Cc1cc(Cl)c(OCCCn2cncn2)c(Br)c1	0	4
27	O=C1c2ccccc2-c2c1cccc2C(=O)N1CCN(C(=O)c2ccco2)CC1	-46	5
28	C=CCn1c(=N)n(CC(=O)c2cccc([N+](=O)[O-])c2)c2ccccc21	-7	2
29	Cc1cccc(N=Nc2cn[nH]c2-c2ccco2)c1	11	-9
30	O=C(Nc1cccc2ncccc12)c1cccnc1	3	-3
31	O=S1(=O)CC(O)C(Nc2ccc(Cl)cc2)C1 (configuration not stated)	8	-3
32	COc1ccc(-n2cnnc2SCC(=O)Nc2cc(C)on2)cc1	-3	0
33	COc1cc(NC(=O)COC(C)=O)cc(OC)c1OC	7	-13
34	C/C=C\C(=O)Nc1cccc(C2=NOC3(C2)C[C@@H](C(N)=O)N(C(=O)C2(C)CC2)C3)c1 (some centres not stated)	19	-9
35	O=C(CCc1nc2ccccc2[nH]1)NC1CCCCC1	-6	-6
36	C=CCOC(=O)C1=C[C@H](c2cn(C(C)=O)c3ccccc23)C[C@H](OCc2ccc(CO)cc2)O1	-64	-2
37	Cc1cnc(C(=O)OCC(=O)Nc2ccc3c(c2)OCCO3)cn1	-8	15
38	Cc1[nH]nc(N2CCCCC2)c1[N+](=O)[O-]	10	8
39	O=C(CNC(=O)C1CCCCC1)OCn1nnc2ccccc2c1=O	5	0
40	O=C1CN(C(=O)COC(=O)c2ccc(C(F)(F)F)cc2)c2ccccc2N1	-4	-3
41	O=C(Cn1ncc(Cl)c(Cl)c1=O)NC1CCCCC1	29	-11
42	O=C(NCc1cccs1)c1cnc(Cl)c(Cl)c1	4	2
43	O=C(Nc1ccccc1N1CCCCC1)C1CCN(S(=O)(=O)c2cccc(C(F)(F)F)c2)CC1	0	-2
44	Cc1ccc(S(=O)(=O)N2CCN(C(=O)CCOc3ccccc3C)CC2)cc1C	5	-11
45	CCOc1ccccc1N1CC(C(=O)N2CCN(Cc3ccc(C#N)cc3)CC2)CC1=O (configuration not stated)	-23	2
46	COc1ccc(NC(=O)c2ccccc2-c2ccccc2)c(C)c1	-9	3
47	O=S(=O)(c1cccnc1)N1CCCC(Nc2ccc(F)c(F)c2)C1 (configuration not stated)	-7	0
48	COc1ccc(NC(=O)Cc2ccc(C)c(C)c2)cc1Cl	2	-2
49	CC1(CC(=O)Nc2ccccc2)NC(=S)N(c2ccccc2)N1 (configuration not stated)	1	1
50	CC(C)CC(=O)C1CCCN(C(=O)c2ccc3oc(Cc4ccccc4)nc3c2)C1 (configuration not stated)	-15	-12
51	Nc1ccc(C2(c3ccc(N)cc3)c3ccccc3C(=O)c3ccccc32)cc1	3	-4
52	C/C(Cl)=C\C[N+](C)(C)CC(=O)OCCc1ccccc1	-5	-4
53	O=C(Cc1cccs1)Nc1ccc(S(=O)(=O)N2CCCCC2)cc1	-69	-4
54	CN(Cc1ccccc1)C(=O)COC(=O)c1cc2ccccc2oc1=O	1	4
55	C=CCNc1nc(C(=O)OCC(=O)c2ccc(Cl)cc2)cs1	2	5
56	Cc1cnc(NC(=O)c2cccc(S(=O)(=O)N3CCOCC3)c2)s1	-10	1
57	CNc1ccc(Oc2nc([N+](=O)[O-])nn2C)cc1	1	-7
58	CCOc1ccc(Nc2cc(C)nc3ccc(C)cc23)cc1	18	-6
59	Cc1c(C(=O)NCC(c2ccco2)N2CCCC2)sc2ccccc12 (configuration not stated)	-12	6
60	Cc1ccc(Cn2c(SCC(C)C)nc3c2c(=O)[nH]c(=O)n3C)cc1	-16	7
61	c1ccc(CN2CCN(CCCNc3ccc4nnc(-c5ccccc5)n4n3)CC2)cc1	12	18
62	O=C(Nc1cccc(OCC(=O)N2CCOCC2)c1)c1cccc(Cl)c1	0	5
63	N#Cc1cccc(NC(=O)N2CCC(c3nc4c(nnn4Cc4cccc(Cl)c4)c(=O)[nH]3)CC2)c1	2	-13
64	CC(C)=CCCC(C)N(C=O)C(C)CCC=C(C)C (configuration not stated)	-6	1
65	CN(C)C(=O)CSCc1c(Cl)cccc1Cl	-3	5
66	CCOC(=O)/C=C1\CN(C(C)c2ccccc2)S(=O)(=O)c2ccccc21 (configuration not stated)	-10	-7
67	Cc1c(Cl)cccc1Nc1ccccc1C(=O)O	2	0
68	O=C(N/N=C/c1ccco1)c1ccc(NC(=O)C2CCCCC2)cc1	16	9
69	CN1CCN(/N=C/c2ccc(-c3ccccc3)cc2)CC1	10	6
70	COc1ccc(NC(=O)CN2C(=O)NC(C)(C3CCCCC3)C2=O)c(OC)c1 (configuration not stated)	-9	-5
71	CCc1nc2c(=O)[nH]cnc2o1	-4	17
72	O=C(Nc1ccc(Br)cc1)N1CCCC(O)C1 (configuration not stated)	-14	-2
73	CCOC(=O)c1ccc(CNC(=O)Cn2nnc(-c3ccccc3F)n2)o1	0	-6
74	O=S(=O)(Nc1cccnc1)c1ccccc1	-10	3
75	COc1cc(NC(=O)c2ccc(-c3ccc(F)c(F)c3)c3ccoc23)cc(OC)c1OC	-11	10

# Remaining list, next part:
item	smiles	H9c2 TAG inh	H9c2 TAG inh DAPI viability
76	CC1(C(=O)N2CC3(CC(c4cccc([N+](=O)[O-])c4)=NO3)C[C@H]2C(=O)NCC(N)=O)CC1 (some centres not stated)	3	1
77	COc1ccc(CCNC(=O)CCCOc2cc(=O)n(C)c3ccccc23)cc1OC	20	-9
78	O=C(CN1C(=O)NC2(CCc3ccccc32)C1=O)c1ccc(Br)cc1 (configuration not stated)	14	-2
79	CCCn1cc(SCC(=O)Nc2ccc3c(c2)OCO3)c2ccccc21	11	-11
80	O=C(NCCc1ccccc1O)c1cc2c(cc1[N+](=O)[O-])OCO2	-1	9
81	Cc1cccc(-n2nnnc2SCc2csc(-c3ccccc3)n2)c1	-27	7
82	Cc1nc2nc(SCC(=O)NCc3ccco3)nn2c(C)c1Cc1ccccc1	-2	5
83	Cc1csc(=O)n1CCC(=O)OCc1nnc(-c2ccccc2)o1	14	-3
84	CC(C)CN(C(=O)COC(=O)c1cccnc1Cl)c1c(N)n(Cc2ccccc2)c(=O)[nH]c1=O	-2	-9
85	COc1ccccc1-n1cc2ccc([N+](=O)[O-])cc2n1	-3	-2
86	COc1ccc(CN(C)CC(=O)Nc2ccccc2C(F)(F)F)cc1	-9	-9
87	CN(CCOCCOc1ccc2ccccc2c1)Cc1ccccc1	-4	4
88	O=c1[nH]c(=O)n([C@H]2C[C@H](O)[C@@H](CO)O2)cc1I	14	-4
89	O=C(c1cccs1)N1CCN(Cc2nc(-c3ccccc3)no2)CC1	-2	17
90	C/C(=N\NC(N)=O)c1ccc(-n2ccnc2)cc1	7	-7
91	CCOc1ccc(NC(=O)CN(C)C(=O)CC(NC(=O)c2ccccc2)c2ccccc2)cc1OCC (configuration not stated)	4	3
92	CCOC(=O)CSc1nc(=O)n2ccccc2n1	8	-12
93	COc1ccc(Cc2nnc(SCC(=O)c3ccc4c(c3)OCO4)o2)cc1	-2	-7
94	O=C1C=CC2(C=C1)O[C@H](Cc1ccccc1)[C@@H](Cc1ccccc1)O2	76	-68
95	CN(Cc1ccccc1)C(=O)C1(C)CCN1C(=O)Cc1ccc(Cl)cc1Cl (configuration not stated)	0	-6
96	Cc1ccc(NC(=O)CN2C(=O)S/C(=C\c3cccn3-c3cccc(C(=O)O)c3)C2=O)c(C)c1	14	-7
97	C[C@@H]1CC[C@@]2(O[C@H](CCO)C[C@@H](O)[C@@H]2O)O1	14	6
98	CN(Cc1cccc(F)c1)C(=O)CN1CCN(S(=O)(=O)c2ccc3c(c2)OCCCO3)CC1	-41	-7
99	COc1ccccc1NC(=O)c1cc(Cl)nc2ccccc12	3	0
100	O=C(NC1CCCC1)c1cc2c(=O)n3ccccc3nc2s1	16	22

# Single records, as listed above. Values in the order: H9c2 TAG inh | H9c2 TAG inh DAPI viability
# CC1(C(=O)N2CC3(CC(c4cccc([N+](=O)[O-])c4)=NO3)C[C@H]2C(=O)NCC(N)=O)CC1 (some centres not stated) is listed with 3 | 1
# C[C@@H]1CC[C@@]2(O[C@H](CCO)C[C@@H](O)[C@@H]2O)O1 is listed with 14 | 6
# O=C1C=CC2(C=C1)O[C@H](Cc1ccccc1)[C@@H](Cc1ccccc1)O2 is listed with 76 | -68
# CC(C)CN(C(=O)COC(=O)c1cccnc1Cl)c1c(N)n(Cc2ccccc2)c(=O)[nH]c1=O is listed with -2 | -9
# O=C(c1cccs1)N1CCN(Cc2nc(-c3ccccc3)no2)CC1 is listed with -2 | 17

# Later entries:
item	smiles	H9c2 TAG inh	H9c2 TAG inh DAPI viability
101	CC1CC(NC(=O)c2c(O)nc3ccccn3c2=O)CC(C)(C)C1 (configuration not stated)	-3	-9
102	O=C1CC(c2ccncc2)c2cc3c(cc2N1)OCO3 (configuration not stated)	23	-8
103	Cn1cccc1C(=O)OCC(=O)NC(=O)NC1CCCCC1	-4	38
104	CCc1cccc(CC)c1-n1c(SCC(=O)N2CCc3ccccc32)nc(O)cc1=O	7	-2
105	COc1cccc(NC(=O)CN(C)C(=O)CN2C(=O)c3ccc([N+](=O)[O-])cc3C2=O)c1	10	-2
106	CCCC(=O)Nc1ccc(C)c(O)c1	-21	6
107	CC(C)c1ccc(NC(=O)CSc2n[nH]c(=O)n2C2CC2)cc1	-5	-2
108	O=C(CSc1nnnn1-c1ccc(Cl)c(C(=O)O)c1)NC(c1ccccc1)c1ccccc1	-6	-2
109	COc1ccc(C(=O)N2CCN(c3nc4cc(C)cc(C)c4cc3C#N)CC2)cc1	-4	-3
110	O=C(Nc1ccc(Cl)cc1)c1ccco1	-3	-6
111	O=c1cc(Cl)[nH]c(=O)n1CCNc1ncc(C(F)(F)F)cc1Cl	-8	-2
112	O=C(c1cnn2c(C(F)(F)F)cc(-c3ccc(Br)cc3)nc12)N1CCOCC1	3	5
113	COc1ccc(C2C(C(=O)NCc3ccco3)c3ccccc3C(=O)N2C)cc1 (configuration not stated)	1	-1
114	CCCNC(=O)C(Cc1ccccc1)NC(=O)c1ccc(C(F)(F)F)cc1 (configuration not stated)	0	-8
115	C[C@@H](NC(=O)c1nc[nH]c1C(=O)N(C)Cc1ccccc1)c1ccccc1	1	-4
116	CC(=O)NO	3	-8
117	CCOc1cc(N2CCOCC2)c(OCC)cc1NC(=O)C(NC(=O)c1c(F)cccc1F)C(C)C (configuration not stated)	18	-7
118	CCCCCCn1c(CN2CCN(C)CC2)nc2c1c(=O)n(C)c(=O)n2C	8	-10
119	Cc1cc(C)c(NC(=O)CN(C)C(=O)CCC(=O)c2ccc(C)s2)c(C)c1	8	-3
120	C=CCN(C)CC/C=C1\c2ccccc2CSc2ccccc21	-8	4
121	O=C(C1CCN(S(=O)(=O)c2cccc3cccnc23)CC1)N1CCn2c1nc1ccccc12	11	5
122	CN(Cc1cccc(F)c1)C(=O)c1ccc(S(=O)(=O)N2CCOCC2)cc1	8	-7
123	CC1CC(C)(C)CC2(C1)NC(=O)N(CC(=O)Nc1cc([N+](=O)[O-])ccc1F)C2=O (configuration not stated)	13	-2
124	Cc1cc(-c2ccc(Cl)s2)n[nH]1	-2	-11
125	CCOc1c(N2CCCCC2)c(=O)c1=O	-1	0
126	Cc1ccc(NS(=O)(=O)c2cc(C(=O)N3CCN(C)CC3)ccc2C)cc1	-5	13
127	Cc1ccc(NC(=S)NNC(=O)Nc2ccccc2)cc1	-12	3
